ABHD5-PLIN5 inh – inhibitors of human ABHD5-perilipin-5 interaction; Q00G26+Q8WTS1; Split G. princeps luciferase complementation, luminescence, 4 h; inhibition, % at 4 µM; 360,000 compounds, 0.78% hits; AID 602281;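 active = inhibition above the mean inhibition across every tested compound plus 3 SD, cut at about 22% in these data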;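 note: 0% = DMSO only wells and the 100% control is not disclosed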
Target sequence (Q00G26 whole entry, looked up): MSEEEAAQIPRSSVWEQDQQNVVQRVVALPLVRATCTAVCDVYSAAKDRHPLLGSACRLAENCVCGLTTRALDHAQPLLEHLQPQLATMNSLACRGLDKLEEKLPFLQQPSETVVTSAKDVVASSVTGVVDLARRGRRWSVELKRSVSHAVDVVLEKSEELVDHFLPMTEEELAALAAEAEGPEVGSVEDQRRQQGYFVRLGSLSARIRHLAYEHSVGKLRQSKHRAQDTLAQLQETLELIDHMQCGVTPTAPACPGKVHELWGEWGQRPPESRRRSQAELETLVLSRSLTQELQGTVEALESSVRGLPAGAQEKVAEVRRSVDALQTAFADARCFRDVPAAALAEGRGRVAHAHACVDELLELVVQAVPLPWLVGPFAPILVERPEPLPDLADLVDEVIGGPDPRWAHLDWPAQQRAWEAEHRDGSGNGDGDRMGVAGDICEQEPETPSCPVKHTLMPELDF
Target sequence (Q8WTS1 whole entry, looked up): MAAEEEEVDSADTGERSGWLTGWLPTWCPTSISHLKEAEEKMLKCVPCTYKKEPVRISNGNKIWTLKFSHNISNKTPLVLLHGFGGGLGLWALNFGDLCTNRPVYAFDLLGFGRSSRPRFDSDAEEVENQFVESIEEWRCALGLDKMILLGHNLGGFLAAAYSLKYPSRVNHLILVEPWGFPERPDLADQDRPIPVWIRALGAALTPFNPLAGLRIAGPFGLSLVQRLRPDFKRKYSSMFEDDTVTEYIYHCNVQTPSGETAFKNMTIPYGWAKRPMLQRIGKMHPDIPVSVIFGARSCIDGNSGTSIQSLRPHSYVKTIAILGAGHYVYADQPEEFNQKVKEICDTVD
MC4R antagonist – human MC4R antagonism in cAMP assay. MC4R-expressing cells, MTII-stimulated cAMP, LANCE TR-FRET. inhibition, % at 6.5 µM. 360,000 compounds, 0.48% hits;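 active = inhibition above its plate's cutoff, the mean of tested wells on that plate plus 3 SD, cut at about 29% in these data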;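 note: 0% = Melanotan II alone and 100% = Melanotan II plus saturating MCL0020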
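Assay system: U2OS cells stably expressing human melanocortin 4 receptor (MC4R) / Dosing: 6.5 µM / Timing: compound 30 min, challenge 1 h, detection 1 h / Measured by: Eu-cAMP/anti-cAMP TR-FRET, emission 671 nm / Replicates: singlicate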
ABCB6 inh MLPCN – inhibitors of human ABC transporter ABCB6; 360,000 compounds, 0.19% hits; AID 602162; K562-ABCB6 porphyrin accumulation, flow cytometry, 1 h; hits give low values; fluorescence ratio to DMSO, % at 10 µM;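 active = fluorescence ratio to DMSO below 75%, the collection mean minus 3 SD; inconclusive = too few cells collected in the well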;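 note: signal is porphyrin accumulated inside mitochondria; 100% equals median channel fluorescence of DMSO control wells; lower ratio means ABCB6 inhibition with less porphyrin fluorescence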
NOD2-RIPK2 inh – inhibitors of human NOD2-RIPK2 interaction; CHO BLA complementation NOD2-RIPK2, CCF4 ratio; inhibition, % at 4.98 µM; AID 624267; 360,000 compounds, 0.38% hits; O43353; in the data active = inhibition above about 21%;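 note: 0% = vehicle only and 100% = reference blocker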
SRC2 inh – human SRC2 (NCOA2) inhibition | Q15596 | HEK293 GAL4-SRC2 luciferase reporter, luminescence | inhibition, % at 9 µM | 370,000 compounds, 0.17% hits | AID 651957;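 active = inhibition above the mean inhibition of all tested compounds plus 3 SD, set per campaign, cut at about 52% in these data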;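 note: 0% = DMSO treated cells and 100% = cells given Gossypol at 36 µM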
N-glyco inh – N-linked glycosylation inhibition; D54 ERlucT glycosylation luciferase reporter, 24 h; percent of 100 nM tunicamycin response; reporter increase, % at 12.5 µM; 360,000 compounds, 0.23% hits;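 active = mean luciferase reporter signal, scaled so untreated is 0 and the glycosylation-blocking control 100, at or above a set limit in every replicate; inconclusive = mean reaches the limit but not every replicate does; inactive = mean below the limit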;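 note: luciferase carries N-glycosylation sites so blocking glycosylation raises the light; 0% = median of neutral control wells and 100% = median of 100 nM tunicamycin wells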
m5-HT2A agonist – mouse HTR2A agonism via beta-arrestin recruitment | activation, % at 7.6 µM | 360,000 compounds, 0.66% hits | AID 624169 | CHO-K1 mHTR2A beta-arrestin complementation, luminescence; percent of 30 µM serotonin response;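 active = activation above a run cutoff, the mean activation of all tested compounds plus 3 SD, cut at about 14% in these data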;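 note: 0% = plate median of compound wells and 100% = 30 µM serotonin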
TLR9-MyD88 inh – blocks human TLR9 binding to MyD88; Q9NR96+Q99836; CHO BLA complementation TLR9-MyD88, CCF4 FRET ratio; inhibition, % at 4.98 µM; 340,000 compounds, 0.21% hits; AID 504734;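 active = inhibition above the mean over all tested compounds plus 3 SD, cut at about 21% in these data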;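 note: 0% = DMSO only wells and 100% = clavulanate BLA inhibitor control wells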
MC4R barr agon – agonists of human melanocortin 4 receptor (MC4R) beta-arrestin. activation, % at 8.9 µM. 360,000 compounds, 0.98% hits. U2OS MC4R beta-arrestin complementation, luminescence; percent of melanotan II response, DMSO zero;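 active = activation above a per-plate cutoff, the mean activation of sample wells on that plate plus 3 SD, cut at about 8% in these data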
H9c2 protect – protects H9c2 cardiomyocytes from peroxide injury; H2O2 injury protection, ATPLite, 2 h; 360,000 compounds, 0.63% hits; protection from H2O2 cell death, % at 20 µM; AID 588492;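 active = compounds giving at least 50% protection of heart cells from peroxide-induced death in the single-dose screen, raw or plate-pattern-corrected value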;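 note: 0% = DMSO wells with peroxide and 100% = DMSO wells without peroxide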
Starred values were filed as active, the others as inactive; ? = inconclusive; / = no result given.

SMILES	ABHD5-PLIN5 inh	MC4R antagonist	ABCB6 inh MLPCN	NOD2-RIPK2 inh	SRC2 inh	N-glyco inh	m5-HT2A agonist	TLR9-MyD88 inh	MC4R barr agon	H9c2 protect
COC(=O)C1=C(C)NC(c2c(O)ccc3ccccc23)C(C(=O)OC)=C1C (centres undefined)	8	3	99	6	9	0	1	0	1.3	9
CC1C(=O)C(C)C(c2ccc(Br)cc2)NC1c1ccc(Br)cc1 (centres undefined)	-19	11	102	7	-2	-7	-2	-10	0.4	-7
COc1ccc(NC(=O)COC(=O)CCC2CCCC2)c(OC)c1	5	1	95	2	9	-2	-6	-3	0.9	-7
O=C(Nc1cc(S(=O)(=O)Nc2ccc(Cl)cc2)ccc1N1CCCCC1)c1ccc(F)cc1	-4	12	89	1	-45	-10	0	-3	-1.2	-16
CCOC(=O)N1CCN(C(=O)CS(=O)(=O)Cc2nc(-c3cccc(OC)c3)oc2C)CC1	-3	-1	97	-7	1	1	6	1	0.0	1
CN1C(=O)CC(N2CCN(c3ccccn3)CC2)C1=O (centres undefined)	-9	6	97	-6	18	3	-1	2	-1.5	0
CC1=C(C(=O)Nc2cccnc2)C(c2ccc3c(c2)OCO3)C2=C(CCCC2=O)N1 (centres undefined)	4	18	95	-8	-38	1	5	-4	-1.8	10
O=C(Nc1ccc(C(=O)N2CCCC2)cc1)c1ccc2c(c1)OCO2	-5	1	108	5	-34	0	-2	-7	-0.5	1
COc1cc(C(=O)OCCNC(=O)c2cccnc2)cc(OC)c1OC	7	-3	102	-8	-18	4	0	-3	-2.4	-1
CC(=O)c1cccc(NC(=O)COC(=O)CCC(=O)c2cccs2)c1	7	8	99	13	-14	0	3	2	-1.1	2
c1ccc2c(c1)C(=Nn1cnnc1)c1ccccc1-2	4	-6	98	-2	-47	4	2	-1	-1.6	0
Cc1nn(-c2ccccc2)c(C)c1NC(=O)c1ccc(S(=O)(=O)N2CCCC2)cc1	-12	27	105	-9	10	1	-2	1	0.2	3
CC(CCc1ccccc1)NC(=O)COC(=O)c1ccc(NC(=O)CC#N)cc1 (centres undefined)	1	8	92	-8	-20	0	-3	-1	-0.8	-4
O=C(CCCO)NC1Cc2ccccc2C1	-3	10	101	-11	11	1	-4	-8	-1.1	0
NC(=O)c1cccc2cc3ccccc3cc12	1	-2	97	-7	-7	-1	-4	-1	0.4	4
C=CCn1c(-c2ccc(Cl)cc2)cnc1SC(C)C(=O)NC(N)=O (centres undefined)	4	15	106	-5	8	0	-3	-2	1.3	-5
CCN(CC)S(=O)(=O)c1ccc2nc(SC)sc2c1	-8	1	93	1	17	-2	5	-1	-0.6	0
CCn1cc(C(=O)OCC(=O)Nc2cccc(C)c2)c(=O)c2ccc(C)nc21	2	2	100	-4	10	0	21*	1	-1.3	-5
COc1ccc(-c2ccnc3c(C#N)cnn23)cc1	-2	-1	105	6	1	3	1	-5	1.0	5
CCOc1ccc(CCNC(=O)c2ccc(=O)[nH]c2)cc1OCC	-7	6	100	-14	-54	2	3	-6	4.2	-3
Cc1nc(CNC(=O)C2CCC(=O)N(Cc3cccc(F)c3)C2)sc1C (centres undefined)	1	-3	95	0	-27	2	4	5	-1.6	-1
CCc1ccccc1NC(=O)COc1ccc(C(=S)N2CCCC2)cc1	-3	2	92	5	-12	-1	1	-8	-2.0	-2
O=C1c2cccc3cc(Br)cc(c23)C(=O)N1Nc1ccc(Br)cc1	-4	12	93	6	-22	-7	-4	-2	-1.0	5
CC1(C)CC(=O)C=C(NC2CCCCCC2)C1	1	-5	?	-1	-2	0	-1	7	-2.2	-6
COc1ccc(S(=O)(=O)NC(C)C(=O)NCc2ccncc2)cc1C (centres undefined)	-9	19	103	0	10	2	-2	3	0.2	-2
CCCOc1ccc(C2Nc3cccc4cccc(c34)N2)cc1	1	4	116	-3	-10	2	-3	0	-0.9	-4
COC[C@H]1CCCN1[C@H]1CS(=O)(=O)N[C@@H]1COCc1ccccc1	0	/	95	-7	-16	1	6	/	/	-1
O=C1NC(Cc2ccc(O)cc2)c2nc3ccc(Br)cc3c(=O)n2-c2ncccc21 (centres undefined)	-3	-1	96	0	-7	-1	-2	-2	-2.5	9
CCNC(=O)C/C(C)=N/NC(=O)C12CC3CC(CC(C3)C1)C2	8	2	97	-11	-45	1	-8	-15	-0.3	-3
S=C(NNC(=S)Nc1ccc(Cl)cc1)NNc1ccccc1	-20	0	98	-11	1	0	5	4	-0.6	-6
N#CC(=C1SC=CS1)c1nc(-c2ccccc2)cs1	1	1	120	-6	-33	-2	0	-4	30*	-5
COc1ccc(C(=O)NCCN=C2NS(=O)(=O)c3ccccc32)cc1	6	4	97	-3	11	3	4	-1	0.8	-1
COc1ccc(-c2ccc(/C=N/N3C(=O)C4C5C=CC(C6CC56)C4C3=O)o2)c([N+](=O)[O-])c1 (centres undefined)	-6	10	102	2	-21	2	-2	-4	-1.7	-3
CN(C(=O)COC(=O)c1nc(Cl)c(Cl)c(Cl)c1Cl)C1CCS(=O)(=O)C1 (centres undefined)	5	43*	105	15	-48	16	0	19	-1.8	-2
Cc1cc(C)c2c(CC(=O)NN(C)C)coc2c1	-2	6	102	5	-6	1	4	0	-0.5	0
Cc1ccccc1NC(=O)c1c(-c2ccccc2)noc1C	2	1	109	-4	4	1	2	-2	-1.7	-2
Cc1cc2c(OCC(O)CNCc3ccco3)cccc2[nH]1 (centres undefined)	11	4	99	-3	-23	-3	6	-5	0.4	5
Cc1ccccc1-c1nc2sc(-c3ccccc3)cc2c(=O)o1	1	8	102	2	-2	3	-3	-1	-1.1	0
CCN1CCN(C(=S)Nc2cccc(C(F)(F)F)c2)CC1	-1	5	100	2	8	1	2	-6	-0.5	5
Cn1c(=O)oc2cc(S(=O)(=O)NCc3ccc(F)cc3)ccc21	-8	-4	109	-1	19	4	-3	1	-2.1	-3
CSc1nc(N)nc2c1ncn2CC(=O)NCCNc1ccc([N+](=O)[O-])cn1	-7	5	102	2	-30	0	3	-8	-2.5	-4
COc1ccc(CNC(=O)COC(=O)CCn2c(C)csc2=O)cc1OC	-14	-3	95	-6	-20	2	0	5	-3.4	0
O=C(COC(=O)/C=C/c1cccc([N+](=O)[O-])c1)Nc1cccnc1Cl	0	1	96	-3	-4	1	4	-3	-1.5	3
Cc1ccc(NC(=O)COc2coc(CN3CCc4ccccc43)cc2=O)c(C)c1	3	2	100	7	-16	1	-1	1	-1.7	2
COC(=O)C1=CN(c2ccc(C)cc2)C(N)=C(C#N)C1c1ccccc1F (centres undefined)	2	/	/	0	-6	/	9	/	/	/
NC(=O)Cn1nnc(-c2ccc(NC(=O)c3ccc(F)cc3)cc2)n1	1	22	108	-3	-77	-1	-3	-3	0.1	1
COc1ccc([C@H]2CC(=O)C=C(c3cccc(Cl)c3)C2)cc1OC	4	15	97	8	-1	-3	-6	-7	1.9	-12
COc1cc(C2/C(=C(\O)c3ccc4c(c3)CC(C)O4)C(=O)C(=O)N2CCCn2ccnc2)cc(OC)c1OC (centres undefined)	4	0	96	-7	-8	1	1	-6	0.6	-2
CC1CC(=O)Nc2ccccc2N1S(=O)(=O)c1ccc(C(F)(F)F)cc1 (centres undefined)	1	0	100	6	-2	-2	-2	7	-4.3	2
COc1cccc(CN2CC(C(=O)NCCC3=CCCCC3)CCC2=O)c1 (centres undefined)	-4	3	102	-3	-52	1	7	-4	0.1	-7
COc1ccc(C(=O)O/N=C(\N)c2ccc(Br)cc2)cc1	-5	-1	94	3	-9	0	3	5	0.8	-15
CC(=O)N1CCN(c2ccc(NC(=O)c3ccccc3C)cc2)CC1	5	2	98	-4	1	1	5	-16	-1.5	8
Cc1ccsc1/C=N/NC(=O)CNC(=O)c1ccccc1	0	-3	99	-4	-8	-1	0	2	0.7	0
COc1ccc(-c2cc(C(=O)Nc3ccc(Br)cc3)no2)cc1	1	29*	98	0	-33	1	3	0	2.3	-1
COc1ccc(/C=C(\NC(=O)c2ccco2)C(=O)NC(Cc2ccccc2)C(=O)O)cc1 (centres undefined)	5	-1	94	4	-2	1	2	-7	-0.5	-4
COc1ccc(-c2oc(=O)c3cc(OC)c(OC)cc3c2/C=C/c2ccc([N+](=O)[O-])cc2)cc1	4	1	88	-1	-2	1	-2	8	-0.6	32
C=CCN1C(=O)C(CC(=O)Nc2ccccc2)S/C1=N/c1nccs1 (centres undefined)	2	-3	105	2	-10	0	-6	-7	1.1	14
Cc1cccc(NC(=O)CSc2nc3ccccc3nc2N2CCCC2)c1C	2	0	102	3	-29	1	10	-1	0.1	10
Fc1ccc(N=C2NN=C(c3cc(F)ccc3F)CS2)cc1	-12	7	106	5	-33	0	-2	-2	0.2	-3
CC(C)Cc1cc(C(=O)NCCN2CCOCC2)no1	1	0	99	-14	-8	0	-5	-8	-0.9	2

3 entries drawn at random from the list so far, as already listed:
SMILES	ABHD5-PLIN5 inh	MC4R antagonist	ABCB6 inh MLPCN	NOD2-RIPK2 inh	SRC2 inh	N-glyco inh	m5-HT2A agonist	TLR9-MyD88 inh	MC4R barr agon	H9c2 protect
NC(=O)Cn1nnc(-c2ccc(NC(=O)c3ccc(F)cc3)cc2)n1	1	22	108	-3	-77	-1	-3	-3	0.1	1
COc1ccc(-c2oc(=O)c3cc(OC)c(OC)cc3c2/C=C/c2ccc([N+](=O)[O-])cc2)cc1	4	1	88	-1	-2	1	-2	8	-0.6	32
CSc1nc(N)nc2c1ncn2CC(=O)NCCNc1ccc([N+](=O)[O-])cn1	-7	5	102	2	-30	0	3	-8	-2.5	-4

Following part:
SMILES	ABHD5-PLIN5 inh	MC4R antagonist	ABCB6 inh MLPCN	NOD2-RIPK2 inh	SRC2 inh	N-glyco inh	m5-HT2A agonist	TLR9-MyD88 inh	MC4R barr agon	H9c2 protect
COc1cc2c(cc1OC)C(c1ccccc1O)N(C1CC(=O)N(c3ccccc3)C1=O)CC2 (centres undefined)	7	-2	101	-8	-6	3	-4	-5	-2.0	6
CCCNC(=O)c1ccc(Cn2cc(C(F)(F)F)ccc2=O)cc1	-2	3	104	7	10	0	2	9	-3.6	-6
COc1ccc(N2CCN(C(=O)[C@H](C)NC(=O)c3ccccc3Cl)CC2)cc1	-1	-4	97	-9	-6	1	-2	-8	3.0	-1
Cc1nc(N2CCN(C(=O)c3ccco3)CC2)nc2c1C(=O)CCC2	1	2	101	6	-43	-1	5	5	-2.5	8
CCOC(=O)c1c(CN2CCCCC2C)oc2ccc(OC)cc12 (centres undefined)	-8	8	98	6	-16	-3	0	-8	5.0	16
CC(C)CC(C(=O)NCc1ccccn1)N1C(=O)c2ccccc2C1=O (centres undefined)	11	-3	98	6	-24	1	0	1	-1.9	-4
O=C(N/C(=C/c1ccc(Br)cc1)C(=O)N1CCCC1)c1cccs1	1	4	99	-4	-26	-1	-1	4	-3.4	-4
COc1ccc(CN2CCC(C)CC2)cc1OCc1ccccc1	4	6	101	8	-3	-7	-1	-10	-0.8	0
Cc1ccc(CN2CC(C(=O)NC3CCCC(C)C3C)CC2=O)cc1 (centres undefined)	-6	2	97	-4	-1	-1	2	3	-0.5	-3

High-throughput results as filed in PubChem.

A portion of the library; the hit share may differ from the screen's.
